# From PubChem BioAssay
# Mdm2-MdmX inh: disrupts the human Mdm2-MdmX interaction; O15151+Q00987; SaOS-2 split-luciferase Mdm2/MdmX complementation, luminescence; inhibition, % at 8 µM; 3% of 330,000 active; AID 485346;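 active = inhibition of at least 50% at 8 µM in the primary screen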
# CXCR6 inh: CXCR6 (human) receptor inhibition. inhibition, % at 20 µM. 0.36% of 360,000 active. CHO-K1 PathHunter CXCR6 beta-arrestin, luminescence; in the data active = inhibition above about 34%, passing the limit was not always enough;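 also: antagonist mode with CXCL16 agonist at 10 nM final; 0% = 10 nM CXCL16 with DMSO and 100% = unstimulated wells without agonist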
# XBP1 UPR activ: activators of adaptive arm of unfolded protein response (XBP1); activation, % at 20 µM; CHO-XBP1 luciferase reporter, IRE1-XBP1 UPR activation, luminescence; percent of tunicamycin response, DMSO as zero; 0.33% of 330,000 active;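 active = versus positive control, 20 µM dose yields 30% or more activation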;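 also: 100% = tunicamycin at 10 µg/mL and 0% = DMSO only wells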
#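 incubation = overnight seeding at 37 °C, 6 h compound treatment at 37 °C | assay system = CHO-XBP1 cells stably carrying IRE1-XBP1-driven luciferase reporter | input = 1000 cells per well | detection = luciferase luminescence | dosing = single point, 20 µM final compound, 1% DMSO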
# tim23-1 inh: growth inhibitors of tim23-1 mutant yeast. inhibition, % at 20 µM. 1.3% of 330,000 active. AID 463212. S. cerevisiae tim23-1 growth, BacTiter-Glo luminescence, 24 h;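 active = growth inhibition of the mutant yeast at or above 50%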;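 also: temperature-sensitive mutant grown at 25 °C; plate controls were DMSO-treated mutant yeast for no effect and medium wells lacking yeast for full effect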
# CHOP UPR activ: activators of apoptotic arm of unfolded protein response (CHOP) | 0.34% of 330,000 active | activation, % at 10 µM | CHO-CHOP luciferase reporter, UPR activation, luminescence; percent of tunicamycin response over DMSO baseline;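 active = at 10 µM dose, activation of 40% or more, normalized to positive control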;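 also: 100% = tunicamycin at 10 µg/mL and 0% = DMSO alone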
#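 Evaluation: % reporter activation, DMSO baseline versus tunicamycin full activation; System: CHO-CHOP luciferase reporter cell line; Input: 500 cells/well; Incubation: 6 h compound treatment, 37 °C; Measured by: Steady-Glo luciferase luminescence; Dosing: one dose, 10 µM in 0.5% DMSO; Buffer or medium: F12 medium, 10% FBS; Benchmarks: positive tunicamycin 10 µg/mL, negative DMSO alone.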
# EBI2 block: EBI2 (human) antagonism; EBI2 beta-arrestin recruitment, luminescence, 7a,25-OHC stimulated; 0.81% of 360,000 active; AID 651636; P32249; inhibition, % at 5 µM; in the data active = inhibition above about 38%;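 also: enzyme fragment complementation signal reports receptor beta-arrestin coupling in cells; 0% = agonist plus DMSO wells and 100% = wells without agonist; some results beyond the cut were filed as inactive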
# Target sequence (P32249 whole entry, looked up, the tested form may be a part): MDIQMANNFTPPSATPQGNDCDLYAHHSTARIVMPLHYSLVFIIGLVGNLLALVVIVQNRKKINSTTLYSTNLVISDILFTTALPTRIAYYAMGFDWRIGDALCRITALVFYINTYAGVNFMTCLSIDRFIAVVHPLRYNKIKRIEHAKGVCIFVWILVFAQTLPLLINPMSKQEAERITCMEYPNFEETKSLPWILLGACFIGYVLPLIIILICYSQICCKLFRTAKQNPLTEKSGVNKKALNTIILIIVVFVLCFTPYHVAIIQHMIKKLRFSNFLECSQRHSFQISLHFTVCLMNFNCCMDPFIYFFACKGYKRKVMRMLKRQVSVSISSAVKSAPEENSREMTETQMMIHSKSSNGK
# CCR6 antagonist: CCR6 (human) receptor antagonism; CHO-K1 CCR6 PathHunter beta-arrestin, luminescence, CCL20-stimulated; inhibition, % at 20 µM; 0.49% of 340,000 active; AID 493098;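 active = compounds whose inhibition of the agonist-driven luminescence signal at 20 µM reaches about 50%, limit read from the data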;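 also: cells stimulated with CCL20 at 14 nM final; plate controls were DMSO with CCL20 for no effect and DMSO without agonist for full effect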
# APJ antagonist: APJ receptor antagonism; AID 2521; inhibition, % at 20 µM; 0.32% of 330,000 active; P35414; CHO-K1 APJ beta-arrestin complementation, luminescence;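 active = inhibition above about 40% at 20 µM, limit read from the data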;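 also: cells challenged with 10 nM apelin-13 agonist together with compound; plate controls were apelin-13 plus DMSO wells for no effect and DMSO wells lacking apelin-13 for full effect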
# Target sequence (P35414 whole entry, looked up): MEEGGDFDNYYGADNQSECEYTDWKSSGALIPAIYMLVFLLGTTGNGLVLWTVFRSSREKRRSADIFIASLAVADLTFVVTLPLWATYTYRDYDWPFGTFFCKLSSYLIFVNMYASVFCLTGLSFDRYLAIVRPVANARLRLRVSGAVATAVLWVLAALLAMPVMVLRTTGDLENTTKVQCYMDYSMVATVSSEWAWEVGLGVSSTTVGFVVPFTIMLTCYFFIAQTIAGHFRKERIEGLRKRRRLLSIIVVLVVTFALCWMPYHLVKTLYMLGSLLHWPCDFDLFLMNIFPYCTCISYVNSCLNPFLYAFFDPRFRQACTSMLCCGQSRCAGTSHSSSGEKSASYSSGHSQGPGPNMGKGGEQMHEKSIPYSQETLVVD
# APJ ag: agonists of human APJ apelin receptor; P35414; 0.11% of 330,000 active; activation, % at 20 µM; CHO-K1 APJ PathHunter beta-arrestin, luminescence; 0% DMSO wells, 100% apelin;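 active = activation more than six SD over the plate average, tested at 20 µM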;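 also: 0% = DMSO alone and 100% = apelin-13 at 10 nM; some results filed as inactive read as strong as hits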
#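 assay system = CHO-K1 APJ beta-arrestin complementation cell line | input = cell density 1000 per well | dosing = compound 20 µM once, DMSO 1% | timing = compound 90 min 25 °C, reagent 1 h | measured by = luminescence from split beta-galactosidase complementation, Galacton Star/Emerald II substrate | read-out basis = APJ agonist activity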
# An asterisk follows results filed as active. Only part of the results is shown. The share of hits here may be higher or lower than overall.
SMILES,Mdm2-MdmX inh,CXCR6 inh,XBP1 UPR activ,tim23-1 inh,CHOP UPR activ,EBI2 block,CCR6 antagonist,APJ antagonist,APJ ag
CC(c1nc2scc(-c3ccccc3)c2c(=O)[nH]1)N1CCN(CC(=O)NC2CC2)CC1 (stereo not given),10,-4,0,2,1.8,-7,-5,10,-4
Cc1nn(C)cc1S(=O)(=O)N1CCN(c2ccc(F)cc2)CC1,9,-5,-2,5,0.3,2,-6,6,-4
CCC1CCCCN1CCCNC(=O)CNC(=O)Cn1ccc2ccccc2c1=O (stereo not given),16,11,0,9,1.0,-5,4,8,0
O=C(COC(=O)CCSc1ccc(Cl)cc1)NCc1ccccc1,23,14,1,18,0.0,-2,-11,-21,-3
Cc1ccccc1NC(=O)COC(=O)CCc1ccccc1,19,-14,0,-4,-1.3,1,-3,15,0
O=C(Cn1c(=O)[nH]n(-c2ccccc2)c1=O)N1CCCc2ccccc21,-23,0,3,10,0.2,6,7,11,-4
CC(C)(C)c1ccc(C(=O)c2c[nH]c(C(=O)NCc3cccnc3)c2)cc1,21,-7,5,-3,0.2,5,10,-20,-1
CCSc1nnc(NC(NC(=O)c2ccco2)(C(F)(F)F)C(F)(F)F)s1,-2,0,-3,13,0.2,3,-12,10,-2
O=C(Nc1ccccc1)c1ccc(OC(=O)c2cc3ccccc3o2)cc1,-4,5,6,-10,1.5,-6,1,-4,-4
COc1ccc(C(=O)C2CCCN(C(=O)c3cccnc3SC)C2)c(C)c1 (stereo not given),3,7,-8,16,-0.5,-2,12,-4,-3
Cc1ccccc1Cn1nnc(-c2ccc(C(=O)O)cc2)n1,-2,12,-1,10,3.4,2,4,-19,-2
CN1CCN(c2nc(C(N)=O)cc(-c3ccccc3)n2)CC1,-1,2,0,8,0.9,3,-7,13,-1
CC1(C)Cc2c(C#N)c(NCC3CCCO3)nc(-c3ccco3)c2CO1 (stereo not given),21,0,-4,1,-2.1,-2,11,22,-2
COc1ccc(-n2c(CNC(=O)COc3ccccc3)n[nH]c2=S)cc1,-2,-6,0,12,-0.6,2,-19,-2,-1
Clc1cccc(-c2noc3ncnc(Nc4ccc5c(c4)OCO5)c23)c1,13,-22,-4,0,-3.1,-5,7,-2,-1
COc1ccc(C(=O)N/N=C/C(Br)=C/c2ccccc2)cc1,1,-8,2,10,4.0,22,-1,5,-1
O=C1CCCC2=C1C(c1ccc(Br)cc1)c1c([nH]c(=S)[nH]c1=O)N2 (stereo not given),4,-3,-2,2,0.5,2,12,-17,1
O=C1c2ccccc2NC(c2cccc(O)c2)N1O (stereo not given),-12,2,4,8,2.0,-14,4,17,-4
Cc1cc(C)c(NC(=O)CNC(=O)COC(=O)CN2C(=O)NC3(CCCC3)C2=O)c(C)c1,10,-4,2,0,0.6,-6,5,-38,-4
CN(C)S(=O)(=O)c1cccc(C(=O)NCCNC(=O)c2cccc(S(=O)(=O)N(C)C)c2)c1,0,2,-4,6,-0.6,-10,-1,-24,0
Oc1c(Cl)cc(Cl)c2c1NCCC2,16,-4,-1,-4,0.8,6,-2,-18,9
CCN1C(=O)/C(=C2\SC(N3CCCCC3)=NC2=O)c2ccccc21,-5,15,11,55*,4.2,5,15,9,0
Cc1nc2sc3c(c2c(=O)[nH]1)CCCC3,-21,6,1,4,1.1,-4,5,2,-5
CCc1ccc(OCC(=O)Nc2ccc(N3CCN(C(=O)c4ccccc4)CC3)cc2)cc1,4,-19,-6,-17,2.9,31,-3,-25,9
CC(C(=O)NCCN1CCOCC1)c1ccc([N+](=O)[O-])cc1 (stereo not given),2,-8,-1,17,-1.5,-3,7,-3,1
O=C(CSc1ncn(-c2ccccc2)n1)N1CCN(c2ccccc2)CC1,-9,-10,-1,11,-0.8,3,-3,11,3
COc1ccc(/C=C/C(=O)Nc2ccccc2C(=O)O)cc1,-69,6,-5,10,-1.3,-3,4,6,-3
CCCNC(=O)NC(=O)COC(=O)CNS(=O)(=O)/C=C/c1ccccc1,-2,-4,-3,10,0.9,-6,2,4,-3
CN1C(=O)/C(=C/c2ccccc2OCc2cccc(F)c2)NC1=S,14,5,3,7,-2.0,11,11,4,-6
N=c1oc2ccccc2cc1-c1nc(-c2ccccc2)cs1,24,6,1,47,8.2,10,4,-5,3
Cc1ncsc1CCC(=O)N1CCCC(Nc2ccc(C(C)C)cc2)C1 (stereo not given),5,2,0,21,-0.4,-2,17,6,-7
CCC(c1nnc(SCC(=O)NC23CC4CC(CC(C4)C2)C3)o1)N(C)C (stereo not given),-8,9,-1,23,-0.9,11,2,-6,-5
O=C(N/N=C/C(Br)=C/c1ccccc1)c1cccs1,-185,-10,4,61*,5.7,6,-6,-26,-1
O=C(CSc1nnc(CNC(=O)c2cccs2)o1)c1ccccc1,-10,-3,0,2,0.2,-10,0,-11,9
Cc1cc(NC(=O)CN(C)CC(=O)Nc2ccc(Cl)c(C(F)(F)F)c2)no1,20,-10,-3,28,-2.4,-23,0,4,-2
O=C(CSc1nnc(-c2ccc(F)cc2)o1)Nc1ccc(S(=O)(=O)N2CCCCCC2)cc1,33,0,-1,5,-1.7,17,15,-20,5
CCOc1ccc(OCCCCN2CCCC2)cc1,-13,-3,-1,8,-0.3,-2,6,-3,-2
COc1cc(NC(=O)c2ccccc2)c(OC)cc1NC(=O)Cc1cccs1,16,-2,-2,12,-0.4,1,17,-9,2
C=CCOc1cccc(/C=C\c2nc(O)c([N+](=O)[O-])c(=O)[nH]2)c1,-6,3,-4,0,0.9,4,4,21,-1
CCOc1ccc(S(=O)(=O)NCCC(=O)Nc2nnc(C)s2)cc1,15,3,0,-4,-0.2,-8,5,-2,1
CC(=O)c1c(C)[nH]c(C(=O)NNC(=O)c2ccc(C)cc2)c1C,15,2,0,-2,-0.9,-16,4,-14,-4
CCOC(=O)c1ccc(N2C(=O)CC(N3CCC(O)(c4ccc(Br)cc4)CC3)C2=O)cc1 (stereo not given),0,-8,-5,10,4.6,0,-1,5,2
O=C(NCCc1c[nH]c2ccccc12)c1cc2sccc2n1Cc1ccccc1,17,0,1,14,-1.8,25,10,-12,-1
Nc1c(C(=O)N2CCOCC2)sc2nc3c(cc12)CCCC3,-13,14,-13,0,-5.5,-8,12,3,-4
Cc1ccc(C)c(N2CCN(C(c3ccc(N(C)C)cc3)c3nnnn3C(C)(C)C)CC2)c1 (stereo not given),16,14,1,5,7.4,-2,24,-6,-2
COc1ccccc1CC(=O)NCCCc1ccccc1,3,9,-4,2,-1.9,3,7,2,-1
O=C1CN(C(=O)c2c(F)cccc2F)C(c2ccc(F)cc2)c2cc(F)ccc2N1 (stereo not given),-5,-2,0,15,-0.4,-5,-1,7,-2
COc1ccc(-c2[nH]ncc2CN(C)C(C)c2ccncn2)c(F)c1 (stereo not given),17,1,-1,7,-0.8,5,-6,-2,-4
Clc1nc(-c2ccccc2)cc(-c2ccc(Br)cc2)n1,9,-13,4,30,0.7,-10,12,-37,3
O=[N+]([O-])c1ccc(-c2csc3[n+]2CCS3)cc1,8,-4,-2,16,0.0,14,-25,5,0
CCOC(=O)N1CCN(C(=O)CCN2C(=O)/C(=C\c3cccc(OC)c3)SC2=S)CC1,60*,-6,0,5,0.1,-5,1,22,0
COc1ccc(NC(C)C(=O)Nc2ccc(C#N)cc2)cc1Cl (stereo not given),-7,5,0,0,-2.6,0,5,10,-4
COc1ccc(CNc2ncnc3ccccc23)cc1,22,-7,-5,0,5.2,-3,9,14,1
COc1ccc(-n2c(Cc3cccn3C)nnc2SCC(=O)Nc2cccc(Cl)c2)cc1,33,5,-5,24,-2.3,47*,-7,4,-2
CC(C1CC1)N(Cc1ccccc1)C(=O)NC(=O)c1cccc(F)c1 (stereo not given),27,0,-1,20,-0.4,-1,9,19,0
CC(C)(C#N)Nn1cnnc1,-4,-2,-1,13,-2.6,0,4,0,2
C(=N\n1cnnc1)/c1cccc2ccccc12,12,-4,1,-11,0.5,-13,-11,18,1
COc1ccc(CCCNC(=O)C2CCC(=O)N(CC3CCCCC3)C2)cc1 (stereo not given),13,10,1,18,1.9,8,6,38,12

# Laid out differently: results already given
# Below each compound – Mdm2-MdmX inh, CXCR6 inh, XBP1 UPR activ, tim23-1 inh, CHOP UPR activ, EBI2 block, CCR6 antagonist, APJ antagonist, APJ ag
> COc1ccc(NC(C)C(=O)Nc2ccc(C#N)cc2)cc1Cl (stereo not given)
 : -7, 5, 0, 0, -2.6, 0, 5, 10, -4
> CC(C)(C#N)Nn1cnnc1
 : -4, -2, -1, 13, -2.6, 0, 4, 0, 2

# Copied from the entries so far, 11 compounds:
SMILES,Mdm2-MdmX inh,CXCR6 inh,XBP1 UPR activ,tim23-1 inh,CHOP UPR activ,EBI2 block,CCR6 antagonist,APJ antagonist,APJ ag
CCC1CCCCN1CCCNC(=O)CNC(=O)Cn1ccc2ccccc2c1=O (stereo not given),16,11,0,9,1.0,-5,4,8,0
O=C(COC(=O)CCSc1ccc(Cl)cc1)NCc1ccccc1,23,14,1,18,0.0,-2,-11,-21,-3
Cc1ccccc1NC(=O)COC(=O)CCc1ccccc1,19,-14,0,-4,-1.3,1,-3,15,0
O=C(Cn1c(=O)[nH]n(-c2ccccc2)c1=O)N1CCCc2ccccc21,-23,0,3,10,0.2,6,7,11,-4
CC(C)(C)c1ccc(C(=O)c2c[nH]c(C(=O)NCc3cccnc3)c2)cc1,21,-7,5,-3,0.2,5,10,-20,-1
CCSc1nnc(NC(NC(=O)c2ccco2)(C(F)(F)F)C(F)(F)F)s1,-2,0,-3,13,0.2,3,-12,10,-2
O=C(Nc1ccccc1)c1ccc(OC(=O)c2cc3ccccc3o2)cc1,-4,5,6,-10,1.5,-6,1,-4,-4
COc1ccc(C(=O)C2CCCN(C(=O)c3cccnc3SC)C2)c(C)c1 (stereo not given),3,7,-8,16,-0.5,-2,12,-4,-3
Cc1ccccc1Cn1nnc(-c2ccc(C(=O)O)cc2)n1,-2,12,-1,10,3.4,2,4,-19,-2
CN1CCN(c2nc(C(N)=O)cc(-c3ccccc3)n2)CC1,-1,2,0,8,0.9,3,-7,13,-1
CC1(C)Cc2c(C#N)c(NCC3CCCO3)nc(-c3ccco3)c2CO1 (stereo not given),21,0,-4,1,-2.1,-2,11,22,-2
